Screening data deposited in PubChem by National Center for Advancing Translational Sciences (NCATS).
TRHR ag = qHTS for Small Molecule Agonists and Allosteric Enhancers of Human TRH Receptor: Primary Screen for Agonists; activation, % at 2 µM; Thyrotropin-releasing hormone receptor (Homo sapiens), P34981; TRHR cells, calcium flux fluo-8, FDSS agonist mode; AID 493084, 2011; actives 0.18% (n = 360,000); in the data active = activation above about 30%; also: 0% is about no effect
Target sequence (P34981 whole entry, looked up): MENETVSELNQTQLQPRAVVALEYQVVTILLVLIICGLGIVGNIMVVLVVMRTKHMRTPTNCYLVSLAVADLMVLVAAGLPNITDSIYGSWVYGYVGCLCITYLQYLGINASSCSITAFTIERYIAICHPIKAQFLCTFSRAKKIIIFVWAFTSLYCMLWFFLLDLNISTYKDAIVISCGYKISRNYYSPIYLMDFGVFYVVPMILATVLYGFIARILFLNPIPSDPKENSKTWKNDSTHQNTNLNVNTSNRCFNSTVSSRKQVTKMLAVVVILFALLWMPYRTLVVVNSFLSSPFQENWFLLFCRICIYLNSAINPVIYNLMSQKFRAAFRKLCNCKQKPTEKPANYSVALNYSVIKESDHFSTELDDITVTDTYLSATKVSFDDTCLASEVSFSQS
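In this calcium-flux screen, cells bearing human TRHR are dye-loaded with fluo-8, baselined for 10 cycles, then exposed to library compounds; positive kinetic calcium responses during the agonist phase mark hits, with TRH as control.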
D2 ag = HTS Assay for Allosteric Agonists of the Human D2 Dopamine Receptor: Primary Screen for Agonists; D(2) dopamine receptor (Homo sapiens), P14416; HEK293 T-REx D2 cells, calcium flux agonist mode; activation, % at 2 µM; actives 0.53% (n = 340,000);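 active = activation over 3 SD above normal in the single-dose calcium agonist read, cut at about 30% in these data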; also: 0% is about no effect
Target sequence (P14416 whole entry, looked up): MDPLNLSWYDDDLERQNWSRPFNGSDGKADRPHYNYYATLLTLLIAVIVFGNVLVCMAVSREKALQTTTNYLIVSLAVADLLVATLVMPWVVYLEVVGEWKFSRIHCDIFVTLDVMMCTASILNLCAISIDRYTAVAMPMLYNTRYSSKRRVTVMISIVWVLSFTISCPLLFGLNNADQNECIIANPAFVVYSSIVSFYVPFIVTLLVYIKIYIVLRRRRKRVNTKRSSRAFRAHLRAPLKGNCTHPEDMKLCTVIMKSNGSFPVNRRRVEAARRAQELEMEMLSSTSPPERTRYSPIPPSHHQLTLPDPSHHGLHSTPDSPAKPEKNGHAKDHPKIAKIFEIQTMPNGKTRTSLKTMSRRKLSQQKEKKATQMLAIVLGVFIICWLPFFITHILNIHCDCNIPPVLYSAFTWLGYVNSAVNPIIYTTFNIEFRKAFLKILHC
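Agonism scored from kinetic calcium signal (1 read/sec, 180 s) following compound pin transfer, after a 10 s baseline. Cells: HEK293 Trex line expressing inducible D2 receptor coupled to calcium, dye-loaded after overnight culture at 30 C.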
D2 antagonist = HTS Assay for Allosteric Antagonists of the Human D2 Dopamine Receptor: Primary Screen for Antagonists; D(2) dopamine receptor (Homo sapiens), P14416; AID 485344, 2010; inhibition, % at 10 µM; HEK293 TREx D2 cells, calcium flux, dopamine EC80; actives 2% (n = 340,000); in the data active = inhibition above about 30%; also: 0% is about no effect
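Inhibition of EC80 dopamine-driven calcium flux, recorded kinetically, defines activity here; cells are a tetracycline-induced HEK293 T-REx line expressing force-coupled D2.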
rTrxR1 inhibitor = qHTS Assay for Inhibitors of Mammalian Selenoprotein Thioredoxin Reductase 1 (TrxR1): qHTS; Thioredoxin reductase 1, cytoplasmic (Rattus norvegicus), O89049; recombinant rTrxR1, NADPH fluorescence consumption, selenite substrate; Potency, µM (series often up to 114 µM), without a hit: at the top dose activity change, negative = inhibition, usual class: inhibitors; actives 1% (n = 390,000); also: potency is read from the fitted curve at half-maximal effect; % is scaled to controls: 0 for no effect and ±100 for the full control effect; nearly all actives have a fitted effect of over 65% in size
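Rat TrxR1 (90 nM in the dispensed reagent) was pre-reduced with 400 uM NADPH for 5 min at room temperature, then incubated with compound for 15 min. After 400 uM selenite was added, NADPH fluorescence (Ex 340/Em 450 nm) was followed for 8 min.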
IDH1 R132H inh = qHTS for Inhibitors of mutant isocitrate dehydrogenase 1 (IDH1): qHTS. actives 0.093% (n = 390,000). IDH1-R132H enzyme, NADPH consumption, diaphorase/resazurin fluorescence. Potency, µM (series often up to 76.6 µM), for the others: at the top dose activity change, negative = inhibition, actives largely listed as inhibitors. AID 602179, 2012. Isocitrate dehydrogenase [NADP] cytoplasmic (Homo sapiens), O75874; also: potency is read from the fitted curve at half-maximal effect; % is scaled to controls: 0 for no effect and ±100 for the full control effect; nearly all actives have a fitted effect of over 65% in size
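IDH1-R132H (0.5 ug/mL) preincubated 30 min with compound, then NADPH (0.016 mM) and alpha-KG (2 mM) added; 80 min at RT, pH 7.5. Remaining NADPH coupled via diaphorase/resazurin to fluorescence (540/590 nm); concentration-response curves normalized to no-enzyme control.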
TrxR1 substrate = qHTS Assay for Substrates of Mammalian Selenoprotein Thioredoxin Reductase 1 (TrxR1): qHTS; Thioredoxin reductase 1, cytoplasmic (Rattus norvegicus), O89049; purified TrxR1 substrate turnover, NADPH consumption readout; Potency, µM (series often up to 114 µM), without a hit: at the highest dose activity change, negative = substrate turnover; actives 0.01% (n = 390,000); AID 588456, 2011; also: potency is read from the fitted curve at half-maximal effect; % is scaled to controls: 0 for no effect and ±100 for the full control effect; nearly all actives have a fitted effect of over 50% in size
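Rat TrxR1, dispensed at 90 nM, was prereduced with 400 uM NADPH (final) for 5 min at ~22 deg C, then incubated with compound 15 min before 400 uM selenite. A first-read NADPH fluorescence drop versus no-compound background flagged substrates.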
TRHR PAM = qHTS for Small Molecule Agonists and Allosteric Enhancers of Human TRH Receptor: Primary Screen for Enhancers; Thyrotropin-releasing hormone receptor (Homo sapiens), P34981; TRHR cells, fluo-8 calcium fluorescence, EC20 TRH enhancement; enhancement, % at 2 µM; actives 0.66% (n = 360,000); in the data active = enhancement above about 30%; also: 0% is about no effect
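Enhancer read-out: after compound pinning and an initial kinetic agonist-mode read, an EC20 of TRH (10 nM final) was injected and fluo-8 calcium signal (Ex 480/Em 530) followed at 1 s/cycle for 100 cycles in TRHR-expressing cells.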
Pin1 inh = qHTS Assay to Find Inhibitors of Pin1. Peptidyl-prolyl cis-trans isomerase NIMA-interacting 1 (Homo sapiens), Q13526. Pin1 FP peptide displacement, HiFluor488, 10 min. Potency, µM (top dose mostly 115 µM), without a hit: at the highest dose activity, negative = inhibition, usual class: inhibitors. actives 0.009% (n = 390,000); active = well fitted inhibition curve with a large enough effect in the polarisation, with a control signal flat, not every such curve was filed as active; inconclusive = small, poorly fitted or top-dose-only effect, or effect the other way, or a change in a side signal; inactive = no such curve, though single readings can be large or run the other way; the % refers to the polarisation; also: potency is read from the fitted curve at half-maximal effect; % is scaled to controls: 0 for no effect and ±100 for the full control effect
Target sequence (Q13526 whole entry, looked up): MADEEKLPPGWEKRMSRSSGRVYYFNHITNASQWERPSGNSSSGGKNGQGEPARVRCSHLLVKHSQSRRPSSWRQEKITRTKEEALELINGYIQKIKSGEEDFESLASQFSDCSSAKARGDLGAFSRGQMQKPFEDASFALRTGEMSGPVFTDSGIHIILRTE
USP1-UAF1 inh = Inhibitors of USP1/UAF1: Primary Screen; actives 0.23% (n = 390,000); AID 743255, 2014; recombinant USP1/UAF1, Ub-Rhodamine cleavage fluorescence; Potency, µM (doses to about 57.1 µM), for the others: top-dose activity change, negative = inhibition, usual class: inhibitors; also: potency is read from the fitted curve at half-maximal effect; % is scaled to controls: 0 for no effect and ±100 for the full control effect; nearly all actives have a fitted effect of over 60% in size; inactives centre near -12
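In this screen, compounds sit with the deubiquitinase complex (1nM) for 15 min at room temperature before Ub-Rho is added at 150nM final. Fluorescence rise is then followed for 6 reads every 60 seconds.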
An asterisk follows results filed as active; ? = inconclusive; . = no result given; & = joins results of further samples; [ ] = dose if it differs, or a comment. Unless noted, calls follow the shape of the dose curve; as a rule, active = well fitted inhibition curve with a large enough effect; inconclusive = small, poorly fitted or top-dose-only effect; inactive = no such curve, though single readings can be large or run the other way. Some of the compounds tested; the hit share may differ from the screen's.

SMILES | TRHR ag | D2 ag | D2 antagonist | rTrxR1 inhibitor | IDH1 R132H inh | TrxR1 substrate | TRHR PAM | Pin1 inh | USP1-UAF1 inh
CCOc1ccc(C(=O)Nc2cc3c(cc2N2CCCC2)n(C)c(=O)c(=O)n3C)cc1OCC | -0.5 | -1.2 | . | -10.1% | -5.7% | 94.5%[activator] | -0.9 | 20.3% | ?
CCOC(=O)c1noc2ncn(Cc3ccc([N+](=O)[O-])cc3)c(=O)c12 | -1.1 | 0.5 | . | 12.2%[57.1 µM] | -11.7% | 4.6%[57.1 µM] | 4.0 | 1.0% | 3.8%
CCOC(=O)c1cnc(N)nc1C(F)(F)F | -0.1 | -2.3 | -33.2 | 4.0%[57.1 µM] | 9.7% | 7.8%[57.1 µM] | 11.9 | -0.1% | -5.0%
O=C(c1ccccc1)c1c2c(cc3sc4ccccc4[n+]13)-c1cccc3cccc-2c13 | 79.3* | 60.3* | 44.5* | ? | ? | -6.4% | 21.6 | ? | ?
CCN(CC)c1ccc(NC(=O)CN2CCN(c3ccccc3F)CC2)cc1 | -0.5&-1.1 | -0.1&3.4 | -16.6 | -3.4%&8.6%[57.1 µM] | -7.4%&-3.8% | -7.4% | 2.3&0.0 | 2.9%&-0.9% | -1.0%&-4.8%
Cc1cc(=O)[nH]c(SCC(=O)N2CCN(S(=O)(=O)c3ccccc3)C2)n1 | -1.3 | -0.1 | 5.1 | 9.4% | -8.2% | 0.1% | -6.2 | -3.6% | -24.1%
CCc1nnc(NC(=O)c2sc3nc(C)cc(COC)c3c2N)s1 | 2.5 | 0.1 | -16.3 | 20.2% | 1.3% | -2.3% | 3.9 | -2.0% | -6.7%
CC(C)Oc1ccc(CNC(=O)CN2C(=O)c3cccnc3Oc3ccc(Cl)cc32)cc1 | 0.4 | -1.5 | . | -4.3% | 11.4% | -15.1% | 8.2 | 0.2% | -32.4%
COc1ccccc1N(C)S(=O)(=O)c1ccc(C(=O)Nc2nccs2)cc1 | 0.3 | 1.0 | 22.2 | 23.6% | 5.2% | -5.9% | -19.3 | 12.8% | -19.3%
CC(C)c1ccc[n+](-c2nc([O-])sc2C=O)c1 | 0.4 | 0.6 | -2.5 | 4.6%[57.1 µM] | -0.2% | 3.8%[57.1 µM] | -9.0 | -15.7% | -13.2%
COc1cccc(-c2cc(C(F)(F)F)nc(NCCc3ccc(OC)c(OC)c3)n2)c1 | 1.1 | 0.9 | . | 12.4% | 2.7% | 10.0%[2.29 µM] | -4.9 | 11.3% | -9.5%
Cc1nnc(NC(=O)CSc2nnc(CCc3nc4ccccc4[nH]3)n2C)s1 | -2.3 | -1.1 | 6.8 | -7.0% | 4.9% | -10.4% | 4.5 | -1.2% | -3.3%
COc1ccccc1N1CCN(C(=O)c2cc3c(=O)oc4ccccc4c3s2)CC1 | -0.5 | -2.5 | . | 7.9% | 6.4% | 7.0%[2.29 µM] | -1.8 | -1.9% | -6.1%
COc1ccc(Cl)cc1-c1nc(-c2ccc(Br)o2)no1 | 0.4 | 0.5 | 4.6 | 13.5% | -1.8% | 8.6% | 1.3 | -3.9% | ?
CN(C)c1ccsc1C(=O)NNS(=O)(=O)c1ccc(Cl)cc1 | . | . | . | 7.0%[57.1 µM] | 8.1% | 6.3%[2.29 µM] | . | -4.2% | -1.9%
CCn1c(Cc2ccccc2)nnc1SCC(=O)Nc1nc(C)cs1 | -0.4 | -0.5 | -11.4 | -3.8% | 0.2% | -0.8% | 1.1 | -4.7% | -17.8%
CCCCN(C(=O)c1ccc(-c2ccc(Cl)cc2)o1)c1c(N)n(CC(C)C)c(=O)[nH]c1=O | 0.5 | 0.3 | -7.4 | -7.6% | -18.6% | 26.9% | -1.2 | 11.9% | -8.8%
O=C(O)c1ccc(/C=N/O)cc1 | 0.2 | 0.9 | 0.6 | 4.9% | -2.5% | -0.7% | 3.5 | 2.9% | -17.1%
CCN(C(=O)c1ccco1)c1nc(-c2ccc(OC)cc2)cs1 | 0.6 | . | . | 15.5% | -5.5% | 0.5% | -2.2 | -0.3% | -15.6%
O=C1CN(C(=O)COC(=O)/C=C/c2ccc(F)cc2)c2ccccc2N1 | . | . | . | 14.8% | -1.0% | 3.9% | . | 5.6% | -31.4%
COc1cc(NC(=S)NCCO)c(OC)cc1Cl | 0.2 | . | . | 27.1%[57.1 µM] | 15.4% | 8.4%[57.1 µM] | -0.5 | -8.6% | -5.3%
COc1ccc(O)c(/C=N/NC(=O)c2ccc(N3CCCC3=O)cc2)c1 | -0.2 | 0.4 | 22.3 | 1.0% | 9.5% | -2.5% | 4.6 | 10.9% | -23.9%
COc1ccc(Br)cc1CNC(=O)Cn1nc(C)n2cccc2c1=O | -0.2 | 1.4 | 0.1 | 12.7% | 2.7% | -0.3% | -8.0 | -1.4% | -15.7%
CCOc1ccccc1NC(=O)Cn1cnc2onc(-c3ccc(F)cc3)c2c1=O | 0.2 | 1.1 | . | 14.2% | -4.8% | -1.4% | 4.5 | 3.5% | -29.6%
CCN1CCN(C(=O)C2CCC(CNS(=O)(=O)c3ccc(NC(C)=O)cc3)CC2)CC1 (stereo not drawn) | 0.6 | -0.7 | 8.1 | 29.2% | 8.3% | 1.3% | -4.7 | -2.1% | -4.0%
Going on with the list.
SMILES | TRHR ag | D2 ag | D2 antagonist | rTrxR1 inhibitor | IDH1 R132H inh | TrxR1 substrate | TRHR PAM | Pin1 inh | USP1-UAF1 inh
CCOC(=O)C(CC)N1CCN(Cc2ccc(F)cc2)C(=O)C1=O (stereo not drawn) | 0.2 | -0.6 | . | 15.4%[57.1 µM] | 0.0% | 3.2%[57.1 µM] | -2.5 | -1.2% | -26.2%
Cc1ccc(-n2c(C)cc(/C=C3/SC(=O)N(CC(=O)N4CCOCC4)C3=O)c2C)nc1 | 0.5 | -0.6 | 7.3 | 28.6%[11.4 µM] | 8.7% | -19.8%[11.4 µM] | -6.7 | ? | -15.9%
O=C(CSc1nccc(=O)[nH]1)Nc1ccc(F)c([N+](=O)[O-])c1 | -0.3 | -0.1 | 3.7 | 3.0% | -2.3% | 1.9% | -6.4 | -9.6% | -17.8%
O=C(NCc1ccco1)c1nnc(Cc2ccc(F)cc2)o1 | -0.1 | -0.3 | -5.0 | 24.8% | -0.4% | 1.4% | 4.0 | 0.0% | -21.4%
O=C(O)COc1ccccc1C1Nc2ccccc2-c2nnc(SCc3ccc(Cl)cc3)nc2O1 (stereo not drawn) | -0.1 | 0.0 | . | -2.6% | -22.9% | -3.3% | -6.3 | -14.9% | -25.7%
COc1cc(C2C(C#N)=C(N)Oc3n[nH]c(-c4ccccn4)c32)cc(OC)c1OC (stereo not drawn) | 0.0 | -0.5 | 2.0 | 5.8% | 0.5% | -1.0%[0.457 µM] | 3.4 | -3.4% | -25.0%
CN(CCO)c1ccc(/C=N/Nc2nncc3ccccc23)cc1 | -0.7 | 1.2 | -21.6 | 33.4%[2.29 µM] | -13.0% | 4.7%[57.1 µM] | 1.9 | -1.4% | -18.9%
O=C(COC(=O)c1cnc(Cl)c(Cl)c1)c1ccc(F)cc1 | . | . | . | 19.0% | -6.8% | 1.8% | . | -7.9% | -21.2%
CC(C)C[C@H](NC(=O)c1ccc(OC2CCN(C(=O)C3CC3)CC2)cc1)C(N)=O | 0.7 | . | . | 18.0% | 6.4% | 3.4% | 8.8 | -4.7% | -15.0%
Cc1cc(C(=O)Nc2c(C)cccc2C)n(-c2ccccc2)n1 | 0.0&-0.2 | 0.0&0.1 | 16.6 | 33.6%&11.6% | -5.9% | 8.2%&2.4% | 1.6&-5.9 | 2.0%&-5.6% | -8.7%&-22.6%
O=C(CN1C(=O)C2(OCCO2)c2ccccc21)c1ccc(Br)cc1 | -0.8 | -0.5 | -4.9 | 15.4%[57.1 µM] | 3.6% | -4.0% | 8.2 | -6.7% | -16.0%
Cc1nc2ncccn2c1-c1csc(NCc2ccco2)n1 | 0.1 | 0.3 | 1.0 | ? | 3.0% | -8.0% | -2.7 | -13.6% | -1.6%
CCN1C(=O)[C@H]2[C@@H](c3ccc(C)cc3)N3C(=O)N(c4cccc(F)c4)C(=O)[C@@]3(CC)[C@H]2C1=O | 0.0 | 0.5 | 13.8 | 4.6% | 6.7% | -3.2% | -5.7 | -6.0% | -31.5%
CCn1cc(C(=O)N2CCN(c3ccccn3)CC2)c(=O)c2cc(S(=O)(=O)N3CCC(C)CC3)ccc21 | -0.3 | 0.0 | 3.9 | 11.7% | 30.8% | 3.3% | -4.6 | -1.1% | -26.6%
Brc1cc(Br)c2ncnc(N3CCCCC3)c2c1 | -1.1 | -0.1 | 4.2 | -19.4% | 6.0% | -17.3% | 3.6 | -3.5% | -1.8%
CCc1ccc(NC(=O)CSc2n[nH]c(=O)n2C2CC2)cc1 | -0.1 | -0.3 | 26.5 | -8.2% | 13.2% | -8.8% | 9.7 | -8.5% | -9.1%
C=CCc1ccc(O)c(-c2cc(CC=C)ccc2O)c1 | 0.2 | 1.1 | 3.7 | 10.4%[57.1 µM] | 1.2% | 2.9%[57.1 µM] | -4.9 | -1.5% | -22.6%
